# Bioassay records (PubChem BioAssay)
# PrPC TRFRET: cell surface PrPC inhibition, primary TR-FRET screen; actives 0.43% (n = 370,000); TR-FRET read-out; inhibition, % at 13.8 µM; P04156; AID 720596; in the data active means inhibition above about 24%; further: 0% = median of the test wells and 100% = reference compound wells
# PfHsp40 rescue: compounds rescuing yeast from Plasmodium falciparum HSP40 toxicity. S. cerevisiae expressing PfHsp40, growth rescue, ATP luminescence. growth rescue, % at 12.5 µM. actives 0.68% (n = 340,000); in the data active means growth rescue above about 28%, passing the limit was not always enough; inconclusive means no clear call, values can overlap the other calls;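 further: yeast W303a lacking pdr1 and pdr3 grown in galactose medium; growth measured after three days at 30 °C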
# Y pestis TopoI: Y. pestis Topo-I inhibition via cleavage products; Y. pestis Topo-I cleavage product accumulation, plate reader; activity, % at 10 µM; actives 0.064% (n = 360,000); AID 504884; in the data active means activity above about 50%, passing the limit was not always enough; inconclusive means no clear call, values can overlap the other calls; further: inactives centre near 2
# BoNT A protease: blocks Botulinum neurotoxin A light chain protease. multiplex microsphere protease substrate cleavage, flow cytometry. inhibition, % at 10 µM. AID 588499. actives 0.17% (n = 360,000); further: plate controls were buffer without enzyme for full effect and enzyme alone for no effect
# Anthrax LF prot: blocks Bacillus anthracis lethal factor protease | actives 0.12% (n = 360,000) | multiplex microsphere protease cleavage assay, LF | inhibition, % at 10 µM | AID 588501 | P15917; further: plate controls were buffer without enzyme for full effect and enzyme alone for no effect
# Target sequence (P15917 whole entry, looked up): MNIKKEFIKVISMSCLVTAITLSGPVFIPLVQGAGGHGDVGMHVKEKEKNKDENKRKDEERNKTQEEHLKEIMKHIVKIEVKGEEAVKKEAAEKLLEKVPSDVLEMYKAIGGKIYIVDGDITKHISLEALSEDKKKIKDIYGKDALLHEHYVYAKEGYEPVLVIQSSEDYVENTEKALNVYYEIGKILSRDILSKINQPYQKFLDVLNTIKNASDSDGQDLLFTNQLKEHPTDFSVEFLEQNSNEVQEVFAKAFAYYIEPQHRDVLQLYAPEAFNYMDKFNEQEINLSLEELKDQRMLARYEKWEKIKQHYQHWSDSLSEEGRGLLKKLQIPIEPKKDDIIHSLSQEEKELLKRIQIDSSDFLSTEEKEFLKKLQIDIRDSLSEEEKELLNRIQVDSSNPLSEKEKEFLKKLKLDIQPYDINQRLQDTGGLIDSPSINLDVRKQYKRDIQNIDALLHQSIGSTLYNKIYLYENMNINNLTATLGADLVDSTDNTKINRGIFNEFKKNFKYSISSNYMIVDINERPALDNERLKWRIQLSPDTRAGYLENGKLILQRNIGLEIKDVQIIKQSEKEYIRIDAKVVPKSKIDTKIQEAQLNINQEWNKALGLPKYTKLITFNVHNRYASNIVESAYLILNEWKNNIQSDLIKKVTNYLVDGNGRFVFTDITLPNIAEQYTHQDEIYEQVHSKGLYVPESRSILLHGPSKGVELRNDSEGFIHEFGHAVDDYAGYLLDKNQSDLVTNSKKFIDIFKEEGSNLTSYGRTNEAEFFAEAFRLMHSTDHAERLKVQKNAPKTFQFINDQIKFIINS
# SSB-PriA inh: blocks PriA binding to SSB C-terminal tail; AID 1272365; AlphaScreen SSBct-PriA binding, biotinylated peptide; actives 0.6% (n = 430,000); inhibition, % at 33 µM; in the data active means inhibition mostly above about 37%, no sharp cut-off; inactive means mostly below about 20%;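 further: plate controls were negative control peptide for no effect and reference peptide for full effect; strong numbers were not always called active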
# BH1578 lux ind: induces V. cholerae light production without autoinducers | V. cholerae BH1578 lux reporter, luminescence, 6 h | activation, % at 18.7 µM | actives 0.16% (n = 350,000); in the data active means activation mostly above about 9.7%, no sharp cut-off; inconclusive means no clear call, values can overlap the other calls; inactive means mostly below about 3.7%; further: not every result past the cut was called active; inactives centre near 0; reference of the scale not given here
# TcdB inh: blocks C. difficile toxin B glycohydrolase activity. inhibition, % at 9.99 µM. AID 652162. actives 0.24% (n = 350,000). TcdB glycohydrolase enzymatic assay, plate reader. P18177; in the data active means inhibition above about 10%
# SARS 3CLpro inh: SARS-CoV 3CLpro protease inhibition; recombinant SARS-CoV 3CLpro, quenched FRET peptide cleavage; inhibition, % at 6 µM; actives 0.14% (n = 290,000); in the data active means inhibition above about 12%
# An asterisk follows results filed as active; i = inactive; ? = inconclusive; . = not tested or not shown. Unless noted, no stated cut-off is given here; in the data, active means inhibition above about 30%; inconclusive means no clear call, values can overlap the other calls; inactive means below that. A portion of the library, so the mix of outcomes need not match the whole.
structure	PrPC TRFRET	PfHsp40 rescue	Y pestis TopoI	BoNT A protease	Anthrax LF prot	SSB-PriA inh	BH1578 lux ind	TcdB inh	SARS 3CLpro inh
O=C(CS(=O)(=O)c1ccc(Cl)cc1)Nc1nnc(-c2cccs2)o1	-12	1.0	-4	-1.1	-1	-10	i	1.8	-1
Cc1cc(C(=O)Nc2ccccc2C(=O)O)oc1C	3	-0.6	-5	-4.0	-11	-6	-1.7	3.4	0
CC(C(=O)N1CCN(c2ccc([N+](=O)[O-])cc2)CC1)N1C(=O)C2CC=CCC2C1=O (stereo not drawn)	-16	-0.2	-11	-0.6	0	0	i	2.3	5
O=C(/C=C/c1ccco1)N(Cc1cccc(F)c1)C1CCS(=O)(=O)C1 (stereo not drawn)	3	-0.1	-7	-2.3	-2	-4	-0.3	0.4	-1
CNc1ccc(-c2ccccc2CO)cn1	2	.	-4	-0.1	-6	.	0.8	1.3	.
O=C(O)c1cccc(S(=O)(=O)Nc2ccc3c(c2)OCO3)c1	-3	-0.6	4	?	0	-18	i	.	-2
Cc1cc(C)n(-c2nc3ccccc3c(=O)n2OCc2ccc(F)cc2)n1	-6	-1.4	14	-0.9	1	-1	i	.	-1
O=C(O)c1cccc(CSc2nc(-c3ccccc3)cc(C(F)(F)F)n2)c1	8	-0.2	8	2.4	1	0	-0.5	-9.5	4
Cc1cc(C)n2nc(C(=O)OCC(=O)Nc3ccc4c(c3)OC(F)(F)O4)nc2n1	-3	-0.7	-3	0.5	0	-4	-0.3	.	0
CC(c1ccccc1)n1cc(C(=O)NCCCn2ccnc2)nn1 (stereo not drawn)	-4	0.4	-3	-0.5	-5	-3	-1.1	.	2
C=CCN(c1ccccc1)S(=O)(=O)c1ccc(Cl)c(C(=O)OCC(=O)c2[nH]c(C)c(C(C)=O)c2C)c1	0	16	25	0.6	0	2	-0.7	.	-5
O=C(Nc1cccnc1)c1cc(-c2cccc(Cl)c2)on1	2	0.0	6	0.6	-2	-7	-0.3	1.0	-4
CCn1cc(C(=O)O)c(=O)c2cc(F)c(N3CCN(C(=S)NC(=O)c4ccc(OC)cc4)CC3)cc21	1	0.2	12	0.9	0	0	-0.3	0.4	-4
CCOC(=O)C1=C(C)OC(N)=C(C#N)C1c1ccoc1 (stereo not drawn)	-5	1.3	6	-1.8	-2	5	i	.	-4
Cc1ccccc1CC(=O)N1CCOCC1	2	-1.4	3	-1.4	11	6	-2.3	-1.0	-1
O=C(NC1CCN(Cc2ccccc2)CC1)C1CCN(S(=O)(=O)c2cccc([N+](=O)[O-])c2)CC1	.	0.5	-6	-2.2	-5	-13	i	.	1
N#Cc1cnn2ccc(-c3cc(N4CCOCC4)ccc3[N+](=O)[O-])nc12	-26	-0.3	-5	0.6	-2	4	-0.3	-0.9	0
Cc1ccc(C(=O)Nc2ccccc2C(=O)O)cc1NC(=O)COc1c(C)cccc1C	2	0.7	13	-0.2	-1	6	-0.7	-0.5	3
COc1ccc(S(=O)(=O)N2CCOCC2)cc1NC(=O)CN1C(=O)NC2(CCCCC2C)C1=O (stereo not drawn)	0	1.5	-1	-0.4	9	-9	-6.2	1.3	.
N#Cc1c(-c2ccccc2)nc(SCc2ccc([N+](=O)[O-])cc2)[nH]c1=O	-3	0.8	0	-0.4	4	0	-1.5	-0.7	7
CCC(c1nnnn1-c1c(C)cccc1C)N1CCN(CC)CC1 (stereo not drawn)	-8	.	.	-0.4	-3	.	.	-0.2	.
Cc1ccc(S(=O)(=O)NCc2ccc(C(=O)N3CCc4ccccc4C3)cc2)cc1	-9	0.3	25	0.6	-1	-11	-0.3	-0.1	7
CCCCCN(C(=O)CCC(=O)OCC(=O)NCc1ccc(OC)cc1)c1c(N)n(CCCC)c(=O)[nH]c1=O	0	0.9	5	-0.7	-1	-2	i	-8.0	0
O=C(NC1CC2CCCC(C1)N2C(=O)NC1CCCCC1)c1ccccc1 (stereo not drawn)	-7	-0.1	-6	-0.9	4	-29	-0.6	.	2
CSc1ccccc1NC(=O)c1ccccc1	-7	-0.4	-15	0.3	-5	-8	-0.3	1.3	5
CCOC(=O)C1=C(O)CSC1=Nc1cccc2ccccc12	-6	-1.2	-2	-0.3	-6	0	-1.7	0.2	-3
CC1CCCC(N2CCN(C(=O)c3ccccc3F)CC2)C1 (stereo not drawn)	-2	-0.2	1	1.4	38*	-6	i	-1.0	0
Cc1ccc(S(=O)(=O)N(C)c2ccc(OCC(=O)OCC(=O)N(CC#N)c3ccccc3)cc2)cc1	-4	2.8	27	2.0	0	-3	-1.4	0.1	.
OCCN1CCN(c2nc3ccccc3nc2-c2ccccc2)CC1	-4	0.4	-6	1.5	-3	-1	i	1.0	4
Cc1ccc(C(=O)OCC(=O)c2c(N)n(C)c(=O)n(C)c2=O)cc1S(=O)(=O)N1CCOCC1	3	-1.0	9	0.1	-7	-12	-2.1	1.3	.
Cc1cc(N/N=C/c2ccc(Cl)cc2Cl)nc(NCc2ccccc2)n1	7	?	13	-0.3	-2	.	-0.4	1.5	0
O=C(NNC(=O)c1cccnc1)NC12CC3CC(CC(C3)C1)C2	0	-0.8	4	0.6	2	2	-0.5	0.3	-3
O=S(=O)(Nc1cccc2ccccc12)c1cccc2nonc12	2	0.0	-4	.	.	-2	1.3	3.2	7
CCOC(=O)C1(Cc2cccc(OC)c2)CCCN(S(=O)(=O)N(C)C)C1 (stereo not drawn)	5	2.0	14	-2.6	1	-15	0.0	1.3	-3
COc1cc(OC)c(OC)cc1CN(C)C(c1ccccc1)c1nnnn1-c1ccccc1C (stereo not drawn)	0	0.6	5	-0.5	-1	33	0.5	.	2
O=C(NCc1ccco1)c1cc2n(n1)C(C(F)(F)F)CC(c1ccc(Cl)c(Cl)c1)N2 (stereo not drawn)	1	0.2	10	-4.2	-5	-11	14	.	0
COc1ccc(N2CCN(C(=O)c3cc(=O)c4cc(Cl)ccc4o3)CC2)cc1	-8	0.5	20	-2.3	-2	4	i	0.1	0
O=C(COC(=O)c1ccc2ccccc2c1)NCc1ccccc1	7	.	-4	-0.1	0	.	i	0.8	.
Cc1n[nH]c2ccccc2c1=O	-5	-1.2	4	-0.4	0	3	-8.3	0.9	.
Cn1c(N)c(C(=O)COC(=O)/C=C/c2ccc(Cl)c(Cl)c2)c(=O)n(C)c1=O	-1	0.2	5	0.1	-1	-4	-0.9	.	.
S=C(Nc1ccc(Br)cc1Cl)Nn1cnnc1	7	0.1	1	-0.5	-1	-13	-0.3	-1.2	3
COc1ccc(CC(=O)Nc2ccc(C(N)=O)cc2)cc1	-7	-2.0	3	1.1	1	-3	-0.3	1.5	1
CC(C)n1cc(CN2CCC(Oc3ccc(C(=O)N4CCCC4)cc3)CC2)cn1	-7	-0.3	-13	0.9	1	-11	-0.3	0.6	-2
COC(=O)[C@H]1C[C@@]2(O)CN(S(=O)(=O)c3ccc(C)cc3)C[C@@]2(OC(=O)NC2CC2)C[C@H]1C(=O)OC	4	.	10	0.3	3	.	-0.4	0.7	.
C=CCCC(=O)N1C[C@H]2CON(C)[C@H]2C[C@H]1c1cccc(Br)c1	0	-1.3	-5	-1.1	-6	0	-0.7	-0.1	.
Cc1ccc(N2CC(C(=O)Nc3ccc(C)c(S(=O)(=O)N(C)C)c3)CC2=O)cc1 (stereo not drawn)	6	-0.7	8	-0.1	-4	10	-1.4	5.3	-3
Cc1cc(C)c(S(=O)(=O)N2CCOC2CNC(=O)C(=O)NCCN(C)C)c(C)c1 (stereo not drawn)	2	0.0	6	-2.7	-2	10	-0.3	-2.8	8
O=C(Nc1cc(C(F)(F)F)ccc1-n1cncn1)c1ccc(-c2ccccc2)cc1	1	13	-2	-3.0	-7	-28	i	.	-6
CC(NC(=O)/C=C/c1ccccc1)c1ccccc1 (stereo not drawn)	-2	0.9	4	0.2	-4	-1	-2.1	0.7	7
COc1ccc(NC(=S)N2CCN(S(=O)(=O)c3ccc(C)cc3)CC2)cc1	-1	2.0	14	1.5	-1	9	i	1.0	7
CCOC(=O)C1CCN(C(=O)c2cnn3c(C)cc(C)nc23)CC1	0	1.2	7	-0.7	-2	-18	i	.	0
CCOc1cc(C(=S)N2CCOCC2)ccc1OC(=O)/C=C/c1ccc(OC)c(OC)c1	-1	1.8	-6	0.8	-8	-5	2.4	.	3
CCOC(=O)C(C)CC(C)C(=O)N1CCOCCOCCN(C(=O)C(C)CC(C)C(=O)OCC)CCOCC1 (stereo not drawn)	2	-1.2	6	-0.2	-2	-1	11	.	-2
COc1ccc(NC(=O)CN2CCN(S(=O)(=O)N(C)C)CC2)cc1	6	0.0	-2	1.6	6	0	4.8	-0.4	1
CCc1nc2ccccc2c(C(=O)Nc2cc(C)ccc2C)c1C	6	-0.6	7	3.3	-12	-10	-0.7	0.8	-1
CN1CCN(Cc2cccc3ncccc23)CC1CCO (stereo not drawn)	-4	-2.4	4	-5.6	-3	-6	-0.6	1.1	2

# Following part.
structure	PrPC TRFRET	PfHsp40 rescue	Y pestis TopoI	BoNT A protease	Anthrax LF prot	SSB-PriA inh	BH1578 lux ind	TcdB inh	SARS 3CLpro inh
Cc1ccc(S(=O)(=O)/N=C(/Nc2ccc([N+](=O)[O-])cc2[N+](=O)[O-])c2ccccc2)cc1	-31	0.6	-5	0.3	-3	.	-1.9	2.2	.
C=C(C)CSC1=C(C#N)C(c2ccsc2)CC(=O)N1 (stereo not drawn)	0	-0.3	0	0.2	-13	-5	-0.2	.	8
CCCCN(CC)CCCNC(=S)Nc1ccc2nc(N3CCN(C)CC3)cc(C)c2c1	-8	-1.4	1	0.7	-3	10	i	1.0	-2
CCn1c(CNC(=O)COc2ccc(C(C)C)cc2)nnc1SCC(=O)Nc1ccccc1F	-2	0.0	34	0.1	-5	-16	-5.9	0.7	-4
Cc1ccc2[nH]c(=O)c3cc(C(=O)NCCN4CCN(C)CC4)sc3c2c1	-10	0.1	-1	-0.3	2	5	-0.4	2.0	-7
O=C(N/N=C/c1sc(N2CCCCC2)nc1-c1cccs1)C1CC1	5	1.8	-1	5.1	1	.	-0.3	-0.2	4
CCCN(c1ccc(C)cc1)c1nc(=O)c2cccnc2s1	9	.	22	-0.6	-6	-12	i	0.6	3
Cc1cc(C)nc(NS(=O)(=O)c2ccc(NC(=O)COc3ccccc3)cc2)n1	9	0.1	-5	-0.7	3	-13	i	.	-6

# Among those listed so far, these have bromine:
structure	PrPC TRFRET	PfHsp40 rescue	Y pestis TopoI	BoNT A protease	Anthrax LF prot	SSB-PriA inh	BH1578 lux ind	TcdB inh	SARS 3CLpro inh
S=C(Nc1ccc(Br)cc1Cl)Nn1cnnc1	7	0.1	1	-0.5	-1	-13	-0.3	-1.2	3
C=CCCC(=O)N1C[C@H]2CON(C)[C@H]2C[C@H]1c1cccc(Br)c1	0	-1.3	-5	-1.1	-6	0	-0.7	-0.1	.

# (more compounds)
structure	PrPC TRFRET	PfHsp40 rescue	Y pestis TopoI	BoNT A protease	Anthrax LF prot	SSB-PriA inh	BH1578 lux ind	TcdB inh	SARS 3CLpro inh
CC(C)CNC(=O)COc1ccccc1[N+](=O)[O-]	-4	-1.2	-2	0.1	-2	-6	i	.	-2
NC(=O)CSc1cn(CCNC(=O)c2cccs2)c2ccccc12	-5	-1.1	6	0.1	-7	-10	-0.2	1.0	.
Cn1cccc1Cc1nnc(SCC(=O)NCC2CCCO2)n1C (stereo not drawn)	11	-1.2	4	-0.4	2	-7	-2.2	0.9	-2
Cc1ccc(S(=O)(=O)N2[C@@H](c3ccc(Cl)cc3)C(C(=O)O)=CC[C@H]2c2cccc(C)c2)cc1	2	7.6	12	-0.4	0	-3	-0.3	-0.5	.
CCc1ccc(Nc2nnc(SCC(=O)NCCN3C(=O)CSC3=O)s2)cc1	7	-1.3	28	-1.2	0	0	-2.9	0.6	6
